# Screening data deposited in PubChem BioAssay by National Center for Advancing Translational Sciences (NCATS).
# TDP1 block: inhibitors of human tyrosyl-DNA phosphodiesterase TDP1; Q9NUW8; recombinant TDP1, AlphaScreen DNA substrate cleavage; Potency, µM (highest dose often 130 µM), without a hit: top-dose activity change, negative = inhibition, most hits filed as inhibitors; actives 0.28% (n = 350,000); also: nearly all actives have a fitted effect of over 40% in size
# Target sequence (Q9NUW8 whole entry, looked up): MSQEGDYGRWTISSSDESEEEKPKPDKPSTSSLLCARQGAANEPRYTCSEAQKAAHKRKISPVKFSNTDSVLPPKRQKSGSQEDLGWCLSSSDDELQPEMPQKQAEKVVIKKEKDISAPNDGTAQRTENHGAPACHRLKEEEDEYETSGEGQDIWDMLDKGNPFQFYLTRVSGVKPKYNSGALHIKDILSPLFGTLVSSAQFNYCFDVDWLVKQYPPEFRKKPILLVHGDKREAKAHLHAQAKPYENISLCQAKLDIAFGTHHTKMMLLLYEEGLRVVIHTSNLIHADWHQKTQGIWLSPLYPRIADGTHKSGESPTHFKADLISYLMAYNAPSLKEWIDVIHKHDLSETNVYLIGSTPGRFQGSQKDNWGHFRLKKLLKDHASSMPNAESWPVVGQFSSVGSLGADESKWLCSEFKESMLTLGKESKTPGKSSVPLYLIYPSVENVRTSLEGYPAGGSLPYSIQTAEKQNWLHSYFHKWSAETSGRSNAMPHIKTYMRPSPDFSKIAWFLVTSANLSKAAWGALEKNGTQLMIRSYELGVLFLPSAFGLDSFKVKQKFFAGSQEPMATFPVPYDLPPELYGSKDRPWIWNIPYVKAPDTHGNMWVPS
#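 Recombinant human Tdp1 (E. coli-expressed, 1 nM final) preincubated with compounds 15 min at room temperature, then 5'-biotin/3'-phosphotyrosine-FITC DNA substrate (15 nM final) added for 5 min. AlphaScreen beads (10 ug/ml final) added 10 min; cleavage lowers signal.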
# N370S GC: inhibitors or activators of N370S glucocerebrosidase for Gaucher disease. actives 0.092% (n = 330,000). AID 2101. Potency, µM (series often up to 59.4 µM), without a hit: at the highest dose activity change, negative = inhibition, usual class: inhibitors. N370S GC spleen homogenate, 4MU-glucoside fluorescence. P04062;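 also: 0% = full enzyme activity and -100% = no enzyme basal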
# TDP1 cell noCPT: qHTS for Inhibitors of human tyrosyl-DNA phosphodiesterase 1 (TDP1): qHTS in cells in absence of CPT; DT40 Tdp1-/- hTDP1 cells, no CPT, ATP luminescence, 48 h; Potency, µM (series often up to 46.2 µM), inactives show at the top dose activity change, negative = growth inhibition, usual class: inhibitors; actives 15% (n = 420,000); AID 686978, 2013; also: nearly all actives have a fitted effect of over 55% in size
#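 Cells were dispensed at 400 per well, compounds added by pin tool, plates incubated ≥48 hr at 37 °C, then CellTiter-Glo added for 30 min at room temperature before luminescence reading. Line: DT40 Tdp1-/- complemented with hTDP1; camptothecin omitted.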
# An asterisk follows results filed as active; u = inconclusive; x = no result given; [ ] = another dose, or the depositor's remark. Calls follow the shape of the dose curve; as a rule, active = well fitted curve in the direction sought with a large enough effect; inconclusive = small, poorly fitted or top-dose-only effect, or another doubt; inactive = no such curve, though single readings can be large; an effect the other way counts as inactive or inconclusive. Unless noted, % is scaled to controls: 0 for no effect and ±100 for the full control effect; potency is read from the fitted curve at half-maximal effect. This is a subset. The share of hits here may be higher or lower than overall.
SMILES,TDP1 block,N370S GC,TDP1 cell noCPT
COc1ccc(N2CCN(CCNC(=O)C3CCN(S(=O)(=O)c4cccs4)CC3)CC2)cc1,0%,-1%,u
Cc1cccc(N2CCN(C(=O)NCc3ccc(Cl)cc3)CC2)c1,5%[56.1 µM],1%,21µM*
c1ccc(CNc2ccc(CNc3ncn[nH]3)cc2)cc1,8%,-6%,1%
COc1ccc(C(O)c2nccn2C)cc1 (stereo not drawn),2%,-4%,-4%
O=C(NC(=S)N1CCN(c2c(Cl)cccc2[N+](=O)[O-])CC1)c1cccs1,6%,1%,u
O=C(CNc1cc(S(=O)(=O)N2CCOCC2)ccc1N1CCCC1)NCc1ccco1,0%,3%,-4%
CCOC(=O)c1cc2cc(-c3c(C(=O)OCC)oc4cc(O)cc(O)c4c3=O)ccc2o1,4%,1%,23µM*
Cc1nnc(NC(=O)CSc2nccn2-c2cccc(Cl)c2)s1,8%,x,-16%
O=C(CNC(=O)c1ccco1)OCc1c(F)cccc1Cl,5%,u,2%
COc1ccc(C)c2sc(NC(=O)c3ccc(S(=O)(=O)N(C)C)cc3)nc12,0%,x,-24%
CC(C)c1nnc(NC(=O)CN(C)S(=O)(=O)c2ccc3c(c2)OCCO3)s1,0%,15%,5%
O=C(O)c1cccnc1SC1CC(=O)N(c2ccc(OC(F)F)cc2)C1=O (stereo not drawn),x,-8%,15µM*
CC(=O)c1ccc(NC(=O)NCc2ccc(F)cc2)cc1,-5%,0%,-16%
COc1ccc(CNC(=O)c2ccc(CNS(=O)(=O)c3ccc(F)cc3)cc2)cc1,6%,x,7%
COc1cccc(C(=O)Nc2ccccc2OC(F)(F)F)c1,-4%,3%,8%
CCCCc1c(O)nc(SCC(=O)NC(C)(C)C)n(-c2ccccc2C)c1=O,3%,-23%,13%
CN(C)c1ccc(/C=C/C(=O)c2c(O)c3ccccc3oc2=O)cc1,1%,-8%,-15%
CC1(C(=O)NC2CCCCCCC2)CCC(=O)N1Cc1cccs1 (stereo not drawn),-1%,1%,-23%
Cc1ccc(S(=O)(=O)Nc2cccc(C(=O)NCc3ccc(S(N)(=O)=O)cc3)c2)cc1,x,-17%,-10%
Cc1ccc(OCC(=O)Nc2ccc3c(c2)nc(CCN2CCC(C)CC2)n3C)cc1,6%,-2%,u
CCOC(=O)C1=C(c2ccccc2)NC(=O)NC1c1ccsc1 (stereo not drawn),x,-6%,-21%
CC(=O)c1ccc(OCCCC(=O)Nc2ccc(C)c(S(=O)(=O)N3CCCCC3)c2)cc1,0%,0%,u
Cc1c(C(=O)N(C)C)sc2c1c(=O)n(-c1ccc(Cl)c(Cl)c1)c(=O)n2Cc1ccc(F)cc1,0%,x,u
Cc1ccccc1NC(=O)CSc1nnc(COc2ccc(Cl)cc2)o1,11%,x,0%
COc1ccc(NC(=O)CSc2nc(C)cc(C(F)(F)F)n2)cc1,7%,4%,-28%
O=C(O)COc1ccc(NC(=O)C(c2ccccc2)c2ccccc2)cc1,x,3%,-1%
O=C(NC1CCCC1)c1ccc2c(c1)N(Cc1ccc(F)cc1)C(=O)c1ccccc1S2,5%,x,u
CCOc1cccc(-c2nc3cc(C)ccc3o2)c1,2%,-11%,-10%
COc1ccc(-c2nc(C#N)c(NCc3cccnc3)o2)cc1OC,3%,-8%,u
C=CCn1c(SCC(C)=O)nc2scc(-c3ccco3)c2c1=O,8%[0.0935 µM],-3%,13µM*
COc1ccc(C2CC(c3cccs3)=NN2C(=O)CSc2nnc(N)s2)cc1OC (stereo not drawn),5%,3%,u
C#CCOCCOCCOCCNc1nc(N2CCN(C(=O)[C@H](CCC(=O)O)n3cc(C(N)CC(C)C)nn3)CC2)nc(N2CCN(C(=O)[C@H](Cc3ccc(O)cc3)n3cc(C(N)CC(C)C)nn3)CC2)n1 (stereo partly drawn),-1%,-11%,-21%
Cc1cc(SCC(=O)OCC(=O)N2CCN(C(=O)c3ccco3)CC2)c(C)cc1Br,9%,-5%,-18%
Cc1ccc2c(c1)c1c3n2CCCN(Cc2ccccc2)C3CCC1 (stereo not drawn),3%,-10%,u
O=C(O)c1ccc(NS(=O)(=O)c2cccc(C(=O)Nc3ccc(Br)cc3)c2)cc1,x,3%,19%
COc1ccc(NC(=O)c2nc(SC)ncc2Cl)cc1,x,-6%,1%
COc1ccc(C)cc1NC(=O)N(Cc1ccc(C)o1)C1CCN(C(C)=O)CC1,4%,x,u
Cc1ccsc1C(=O)N1CCC(N2CCC(C(=O)NCC3CCCO3)CC2)CC1 (stereo not drawn),3%,-8%,12%
Cc1noc(C)c1C(=O)N1CCCc2ccccc21,4%,1%,-10%
CN(C)C(CNC(=O)/C=C/c1cccc(Cl)c1)c1ccccc1 (stereo not drawn),3%,-5%,-21%
Cc1ccc(CSCc2nc3ccccc3[nH]2)cc1,-2%,-4%,21µM*
Cc1ccccc1CNC(=O)C1CCN(c2nnc(C)c3c(C)n(-c4ccccc4)nc23)CC1,3%,x,u
Cc1nc2ccc(S(=O)(=O)NCC(=O)NC(C)c3ccccc3)cc2s1 (stereo not drawn),3%,5%,1%
O=C(NN1C(=O)C2CCCCC2C1=O)c1ccco1 (stereo not drawn),-4%,-18%,8%
O=S(=O)(Nc1nc2ccccc2nc1N1CCN(c2ccccc2F)CC1)c1ccc(Cl)cc1,4%,0%,u
O=C(OCc1cc2ccccc2[nH]c1=O)c1cccs1,-1%,6%,u
CC(=O)c1cccc(NC(=O)N2CCCC2C(=O)Nc2cccc(C)c2)c1 (stereo not drawn),1%,24%,-8%
CCCc1nn2c(=O)cc(CSCC(=O)Nc3ccccc3OC)nc2s1,1%,0%,-19%

# Shown with bars between the fields: 3 of the compounds above.
smiles | TDP1 block | N370S GC | TDP1 cell noCPT
Cc1nc2ccc(S(=O)(=O)NCC(=O)NC(C)c3ccccc3)cc2s1 (stereo not drawn) | 3% | 5% | 1%
O=C(NN1C(=O)C2CCCCC2C1=O)c1ccco1 (stereo not drawn) | -4% | -18% | 8%
O=S(=O)(Nc1nc2ccccc2nc1N1CCN(c2ccccc2F)CC1)c1ccc(Cl)cc1 | 4% | 0% | u

# The listing continues.
SMILES,TDP1 block,N370S GC,TDP1 cell noCPT
O=C(O)COc1ccccc1/C=N/NC(=O)CSc1nnc(-c2ccc(Cl)cc2)n1C1CCCCC1,1%,5%,1%
N=C1/C(=C\c2coc3ccccc3c2=O)C(=O)N=C2SC(c3ccncc3)=NN12,x,-21%,-28%
Cc1ccnc(NC(=O)C2CCN(S(=O)(=O)c3ccc4ccccc4c3)CC2)c1,x,-11%,u
Cc1ccc(C)c(N2CCN(C(=O)c3cc4c(=O)n(Cc5ccco5)ccc4nc3C)CC2)c1,10%,x,16µM*
CC1CCCC(C)N1C(=O)COC(=O)c1ccc(O)cc1 (stereo not drawn),7%,-25%,-7%
CCc1cc(=O)oc2c(C)c(OCC(=O)NCCCN3CCOCC3)ccc12,5%,-14%,12%
CCOc1ccc(N2CC(NC(=O)c3ccco3)CC2=O)cc1 (stereo not drawn),0%,x,7%
CCC12CN3CCN(CC(C3)/C1=N\NC(=O)c1ccc(F)cc1)C2,5%,0%,-30%
O=c1c2cc(N3CCOCC3)ccc2[nH]c(=S)n1CC1CCCO1 (stereo not drawn),2%,1%,u
CCC(C(=O)NCc1ccccc1Cl)n1nc(C)c2sc3ccccc3c2c1=O (stereo not drawn),-3%,x,u
S=C(Nc1ccc(Cl)cc1Cl)Nc1ccccc1Oc1ccccc1,2%,22%,u
COc1cc2c(ccc3cc(OC)c(OC)c(O)c32)cc1O,x,5%,9.2µM*
Cc1c(C(=O)N2CCCCC2)nnn1-c1nonc1N,2%,2%,-20%
CC(=O)Nc1nc2ccccc2n1Cc1ccccc1C,7%,11%,13µM*
S=C(NCc1ccco1)N1CCN(c2ccc(Cl)cc2)CC1,5%,13%,23µM*
CCc1cccc(NC(=O)Cn2c(=O)n(-c3cccc(Cl)c3)c(=O)c3c2c2cc(C)ccc2n3C)c1,3%,x,-17%
CCCOc1ccc(CN(C(=O)c2nc(SC(C)C)ncc2Cl)C2CCS(=O)(=O)C2)cc1 (stereo not drawn),-5%,x,15µM*
O=C(COc1coc(CN2CCN(c3ccccc3F)CC2)cc1=O)N1CCc2ccccc21,x,-24%,-1%
CC(Sc1ncccn1)C(=O)NC1CCCC1 (stereo not drawn),1%,x,-1%
Cc1ccccc1NC(=O)Cc1nc(COC(=O)c2cc(Cl)ccc2O)cs1,4%,29%,-4%
O=C(Nc1cccnc1)C12CC3CC(CC(C3)C1)C2,3%,-23%,-6%
O=C(COC(=O)c1cc(Cl)cc(Cl)c1)NCCN1C(=O)CSC1=O,-4%,1%,-4%
Cc1nc2ccccc2nc1OCc1ccc([N+](=O)[O-])cc1,-4%,6%,u
COc1cccc(NC(=O)NC(=O)c2c(C)cc(Cl)nc2Cl)c1,2%,-16%,10%

# 7 of the compounds above, with values under each structure:
# Each structure is followed by: TDP1 block, N370S GC, TDP1 cell noCPT
- Cc1ccc(OCC(=O)Nc2ccc3c(c2)nc(CCN2CCC(C)CC2)n3C)cc1
 : 6%, -2%, u
- CC(=O)c1ccc(OCCCC(=O)Nc2ccc(C)c(S(=O)(=O)N3CCCCC3)c2)cc1
 : 0%, 0%, u
- O=C(NN1C(=O)C2CCCCC2C1=O)c1ccco1 (stereo not drawn)
 : -4%, -18%, 8%
- COc1ccc(C(O)c2nccn2C)cc1 (stereo not drawn)
 : 2%, -4%, -4%
- CC(Sc1ncccn1)C(=O)NC1CCCC1 (stereo not drawn)
 : 1%, x, -1%
- S=C(NCc1ccco1)N1CCN(c2ccc(Cl)cc2)CC1
 : 5%, 13%, 23µM*
- CCc1cccc(NC(=O)Cn2c(=O)n(-c3cccc(Cl)c3)c(=O)c3c2c2cc(C)ccc2n3C)c1
 : 3%, x, -17%

# (further entries)
SMILES,TDP1 block,N370S GC,TDP1 cell noCPT
O=[N+]([O-])c1cc(-c2nc(-c3ccccn3)no2)ccc1NCc1ccccc1,-3%,x,-24%
CC(=O)n1nc(-c2ccccc2)nc1NCc1cccs1,0%,9%,-11%
COc1ccc(N2CCN(C(=O)COC(=O)c3ccc(Cl)nc3)CC2)cc1,-2%,x,u
Clc1ccc(OCCCCCN2CCCC2)c(Br)c1,-5%,2%,23µM*
C=CCN1C(=O)N(c2ccc(F)cc2)C(=O)C1CC(=O)Nc1ccc(Cl)cc1 (stereo not drawn),4%,-5%,-12%
Cc1cc(OCC(=O)OCC(=O)NCc2cccs2)ccc1Cl,0%,x,-25%
COCc1cc(=O)[nH]c(SCCS(=O)(=O)c2ccc(Cl)cc2Cl)n1,9%,-3%,u
O=C(N/N=C\c1ccc(OC(=O)c2cccs2)cc1)c1ccc(Cl)cc1,3%,-6%,u
COc1ccc(CNC(=O)/C=C/c2ccc(S(=O)(=O)N3CCOCC3)cc2)cc1,2%,-8%,u
CCOc1ccccc1N1CCN(C(=O)CCCN2C(=O)c3cccc4cccc(c34)C2=O)CC1,5%,-1%,21µM*
CCc1cccc(NC(=O)CCNS(=O)(=O)c2ccc3c(c2)CCN3C(C)=O)c1,0%,x,-27%
Cc1c(Cl)cccc1-n1ncc(C(=O)Nc2ccc(Br)cc2F)c1C1CCNCC1,5%,x,5.2µM*
O=C(O)c1ccc2c(c1)nnn2C1CCCCC1,2%,-2%,-11%
Clc1ccc(Cl)c(-c2nc(-c3ccncc3)no2)c1,x,2%,0%
CCc1nc2ccc(C(=O)N3CCN(CC)CC3)cc2nc1CC,x,0%,14%
Cc1ccc(OCCSc2nc3ccccc3n2CC(=O)N2CCCCC2)cc1C,3%,x,u
Cc1nc2c(C)cccc2cc1C(=O)N/N=C/c1ccc(C(=O)O)cc1,-3%,-2%,u
O=C(CCC1CCCC1)N1CCN(C(=O)c2ccco2)CC1,5%,-5%,-20%
CCN(CC(=O)Nc1ccc2c(c1)OCCO2)CC(=O)Nc1cc(C)on1,6%,5%,-19%
CCOC(=O)N/N=C/c1cn(Cc2ccc(Cl)cc2)c2ccccc12,0%,0%,-25%
O=S(=O)(NCc1ccc2c(c1)OCO2)c1c(F)cc(F)cc1Br,4%,-13%,-25%
Cc1cc(C)cc(NC(=S)NCCCN2CCOCC2)c1,2%,-1%,1%
COc1cccc(NC(=O)CN(C)C(=O)c2cc3c(s2)CCC(C)C3)c1 (stereo not drawn),x,21%,-11%
COc1ccc2cc(-c3csc(-c4cccnc4)n3)ccc2c1,7%,-9%,-8%
CCNC(=O)C(=O)c1c(-c2ccccc2)[nH]c2ccccc12,2%,-4%,-9%
O=C1CCCN2N=C(SCC(=O)Nc3cccc(F)c3)SC2=N1,2%[0.0935 µM],0%,13µM*
COc1ccc(-c2nnco2)cc1OC,4%,7%,-9%
Cc1[nH]c2ccccc2c1/C=N/NC(=O)c1cc(-c2cccs2)[nH]n1,6%,u,21µM*
CN(C)CCn1nnc2c(=O)oc3ccccc3c21,0%,-11%,-15%
O=C(CSc1nc2ncccc2o1)Nc1ccc(Cl)cc1F,3%,x,u
COc1ccccc1NC(=O)C1=C(C)Nc2ncnn2C1c1ccc(C)o1 (stereo not drawn),5%,-10%,6%
